ERK EGF inh = qHTS Assay for Inhibitors of the ERK Signaling Pathway using a Homogeneous Screening Assay; Stimulation with EGF; HEK293-V1b, EGF-stimulated phospho-ERK AlphaScreen; Potency, µM (titrated, usually from 11.5 µM), without a hit: top-dose activity change, negative = inhibition, actives largely listed as inhibitors; 130,000 tested, 0.41% active; AID 1454, 2008; active = well fitted inhibition curve with a large enough effect; inconclusive = small, poorly fitted or top-dose-only effect, or effect the other way;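 also: plate controls were stimulated vehicle wells for no effect and unstimulated vehicle basal for full effect; nearly all actives have a fitted effect of over 55% in size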
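HEK293 cells stably expressing V1b receptor, serum-reduced (1% FBS) overnight, got compound for 30 min at 37C, then 25 nM EGF for 5 min. Lysate phospho-ERK read by AlphaScreen SureFire; AC50 from Hill fits.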
The depositor's hits bear a star; ? = inconclusive; & = joins results of further samples; [ ] = dose if it differs, or a comment. Potency is read from the fitted curve at half-maximal effect. This is a subset (hit frequency here may not be typical).

SMILES | ERK EGF inh
Cc1ccc(NC(=O)COC(=O)C2CC(=O)N(Cc3ccccc3)C2)cc1S(=O)(=O)N(C)C (configuration not stated) | -10%
Cc1ccc(OCCCCN2CCC(C)CC2)c(Br)c1 | 0%
CSCCCNC(=O)c1ccc(OC2CCN(C(=O)c3cccnc3)CC2)cc1 | -7%[57.5 µM]
CCCCCCCCC(=O)N/N=C(\C)c1ccco1 | 9%
S=C(NCC1CCCO1)Nc1ccc(Cl)cc1 (configuration not stated) | -2%
COc1ccc(CN(C)CC(=O)Nc2ccccc2-c2ccccc2)c(OC)c1 | 9%
C=C(C(C)=O)C(O)/C=C/c1ccco1 (configuration not stated) | -5%
COc1cccc(NC(=S)NC(C)c2ccc(OC)c(OC)c2)c1 (configuration not stated) | -4%
COc1ccccc1N/C(=N/S(=O)(=O)c1ccc(C)cc1)c1ccccc1 | 5%
CC(=O)Nc1sc(N/N=C/c2ccc(N(C)C)cc2)nc1-c1ccc(C)cc1 | ?

Some of the entries so far, with values ahead of the structure:
ERK EGF inh,mol
-5%,C=C(C(C)=O)C(O)/C=C/c1ccco1 (configuration not stated)
-4%,COc1cccc(NC(=S)NC(C)c2ccc(OC)c(OC)c2)c1 (configuration not stated)

New compounds follow:
SMILES | ERK EGF inh
Cc1cccn2c(=O)c(/C=C(\C#N)C(=O)NCc3ccccc3)c(N3CCC(C(N)=O)CC3)nc12 | -11%[57.5 µM]
O=C(CN1C(=O)C2C3C=CC(C3)C2C1=O)NCc1ccco1 (configuration not stated) | 7%
Cc1ccc(Cl)cc1NC(=O)CCCN1C(=O)c2cccnc2C1=O | 11%
CSCC[C@H](NC(=O)C1CCN(S(=O)(=O)c2ccc(C)cc2)CC1)C(=O)NC1CCS(=O)(=O)C1 (some centres not stated) | -5%
O=C1c2ccccc2NC(c2ccc(-c3cccc([N+](=O)[O-])c3)o2)N1O (configuration not stated) | -4%
O=C(CNC(=S)N(Cc1ccc(F)cc1)C1CCCCC1)NCC1CCCO1 (configuration not stated) | -3%
Cc1nc2ccc(NC(=S)NC3CC3)cc2nc1C | -1%
C=C(C)C(=O)c1ccc2c(c1)OCO2 | 2%
N#Cc1ccc(/C=N/NC(=O)c2ccccc2F)cc1 | -11%
O=C(Nc1nnc(SCc2ccc(F)cc2)s1)c1cccnc1Cl | 0%
O=C(CSc1ccccc1)N1CCN(c2ccccn2)CC1 | 2%
COc1ccc(Cn2c(=O)[nH]c3cc(C(=O)NC4CCN(Cc5ccccc5)CC4)ccc32)cc1 | 1%
Cc1cc(C)nc(N/N=C/c2ccccc2)n1 | -1%[57.5 µM]
Cc1ccc(S(=O)(=O)N(Cc2n[nH]c(=S)n2-c2ccccc2)c2ccccc2)cc1 | -3%[57.5 µM]
Cc1cc(N/N=C\c2ccc(Br)cc2)nc(-n2nc(C)cc2C)n1 | 9%[57.5 µM]
O=C(C1=C[C@H](c2csc3ccccc23)C[C@H](OCc2ccc(CO)cc2)O1)N1CCOCC1 | -10%[57.5 µM]
COc1cccc2cc(C(=O)C3=C(O)C(=O)N(CCN4CCOCC4)C3c3ccc(Cl)cc3)oc12 (configuration not stated) | 7%[57.5 µM]
O=C(Nc1cccc(F)c1)N1CCC2(CC1)CCN(C(=O)c1csnn1)CC2 | 6%
COc1ccccc1OCCC(=O)OCC(=O)Nc1cc(S(=O)(=O)N2CCOCC2)ccc1Cl | 3%
COc1ccc(-n2c(=O)c(-c3cc(F)cc(F)c3)nc3cnc(N4CCNCC4)nc32)cc1 | 0%
CC1(C)Cc2ccccc2-c2nc3n(c(=O)c21)CCCS3 | -18%
CC(=O)C(Sc1nc(-c2ccc(F)cc2)nc2c1c(=O)n(C)c(=O)n2C)C(C)=O | -4%[57.5 µM]
CCN1C(=O)C(CC(=O)Nc2ccc(OC)cc2)N(Cc2ccc3c(c2)OCO3)C1=S (configuration not stated) | 1%
CC[C@@H]1Cn2c(c3nc(-c4ccccc4)nc-3n(C)c2=O)N1 | 7%
Nc1cccc(CN2CCCC2)c1 | -6%
CCOc1ccc(NC(=O)CC2C(=O)N(c3ccccc3)C(=O)N2CCOC)cc1 (configuration not stated) | 4%
CCOC(=O)/C(C#N)=C/c1c(Oc2cccc(C)c2)nc2ccccn2c1=O | 5%[57.5 µM]
COc1ccc(NC(=S)N2c3ccccc3CC2C)cc1OC (configuration not stated) | 5%
Cn1cc(C(=O)OCC2CCN(CCNS(C)(=O)=O)CC2)c2ccccc21 | 8%&-16%
C/C(=N\NC(=O)c1nn(C)c(C)c1Br)c1cccc(NC(=O)c2ccoc2C)c1 | 7%
COCCCn1c(SCC(=O)NC(C)(C)C)nnc1-c1cccs1 | -10%[57.5 µM]
Cc1cc(C)cc(OCC(=O)N/N=C/c2ccc([N+](=O)[O-])o2)c1 | -6%
COc1ccc(CCN(CC(=O)NC2CCCC2)C(=O)Cn2nnc(-c3ccc(C)o3)n2)cc1OC | -5%
CCN(CC)CCNCC(O)(c1ccc(Cl)cc1)c1ccc(Cl)cc1 | 6%
CCOC(=O)/C(C#N)=C/c1cc2ccccc2nc1N1CCCCC1 | -12%
C=C(C)c1cccc(C(C)(C)NC(=O)NC2CC(C)(C)NC(C)(C)C2)c1 | -5%
CC(C)C(=O)Nc1cccc(NC(=O)c2ccc([N+](=O)[O-])cc2Cl)c1 | 7%
CCCc1cc(-c2nc(N)ncc2-c2csc(C)n2)c(O)cc1OC | -2%
O=C(Nc1ccccc1F)Nc1ccccc1OC(F)F | 5%
CCOC(=O)N1CCN(C(=O)/C(=C/c2ccc(OC)c(OC)c2)NC(=O)c2ccccc2)CC1 | -6%
COc1ccccc1-c1noc(CSc2nc(C)cc(=O)[nH]2)n1 | -3%
CC1=CCC2C(=O)N(c3ccc(N4CCOCC4)cc3)C(=O)C2C1 (configuration not stated) | 7%[57.5 µM]
COc1ccc(-c2csc(=Nc3ccccc3)n2CCO)cc1 | ?
Cc1[nH]c2ccccc2c1C(=O)COC(=O)c1ccc[n+]([O-])c1 | 2%[57.5 µM]
COC(=O)N/N=C\C=C\c1ccc2c(c1)OCO2 | 5%[57.5 µM]
COc1cccc(NC(=O)/C=C/c2ccc([N+](=O)[O-])cc2)c1 | 3%[57.5 µM]
COc1cc(/C=N/NC(=O)c2ccc(=O)[nH]n2)ccc1O | 7%
Cc1ccc(-n2ncc3c(=O)n(CC(=O)N4CCN(c5ccccc5)CC4)cnc32)cc1 | 1%
N#CC1(C#N)C(C(N)=O)C1c1ccccc1 (configuration not stated) | 4%
O=C(NN1CCOCC1)c1cc(-c2ccc(Br)s2)nc2ccccc12 | -5%
Further records follow:
SMILES | ERK EGF inh
C=CCSc1n[nH]c(-c2cccs2)n1 | 10%[57.5 µM]
CCOc1ccccc1CN1CCN(CCCn2cccn2)CC1CCO (configuration not stated) | 10%
Cc1ccnc(NC(=O)c2cc3c(=O)oc4ccc(C)cc4c3s2)c1 | -5%[57.5 µM]
COCCCNC(=S)NCCNc1nc2c(C)c(C)ccc2cc1C#N | -6%
Cc1cc(O)c(Oc2cc(C)cc(O)c2O)c(O)c1 | 0%[57.5 µM]
O=C(OCC1CC(c2ccccc2)=NO1)c1ccc(Br)cc1 (configuration not stated) | -2%
O=C(Nc1ccc(Br)cc1)c1cccnc1N1CCOCC1 | -16%
O=C1c2cccc([N+](=O)[O-])c2C(=O)N1c1c[nH]c(=O)[nH]c1=O | -4%
COCCCNc1nc(N)c([N+](=O)[O-])c(Nc2cc(OC)ccc2OC)n1 | 4%[57.5 µM]
Cc1ccccc1C(=O)NC(=S)NCCN1CCOCC1 | 11%
CC(C)CN(C)C(=O)CCc1nnc(Cc2cccc(C(F)(F)F)c2)o1 | 2%
Fc1cc(NCc2ccccc2)nc(NCc2ccccc2)n1 | 17%
Cn1c(SCC(=O)c2ccccc2)nnc1-c1ccco1 | -3%
Cc1cc(C)n(C(=O)c2c([N+](=O)[O-])c(C)nn2C)n1 | 19%
CCC(Oc1ccc2c(=O)c(-c3ccccc3OC)coc2c1)C(=O)OCc1ccccc1 (configuration not stated) | 7%
O=C(NNC(=S)Nc1ccc(Br)cc1Cl)c1ccco1 | 2%
CCN(CC)c1ccc(S(=O)(=O)N2CCOCC2)cc1NS(C)(=O)=O | -1%
O=C(Cc1ccc(Br)cc1)Nc1ccc(S(=O)(=O)NCC2CCCO2)cc1 (configuration not stated) | -6%
Cc1cccc(NC(=O)CSc2nnc(-c3ccco3)n2CC2CCCO2)n1 (configuration not stated) | -10%
Cc1nc2ccccc2n1CC(=O)NCCN1CCCC1 | 2%
COc1cccc(C(=O)NC(=S)NCc2ccco2)c1 | 5%
O=C(O)COc1ccc(/C=N/NC(=O)c2ccccc2Br)cc1 | 1%
COc1ccc(OC)c(/C=N/NC(=O)CCc2n[nH]c(=O)[nH]c2=O)c1 | -4%
O=C(O)c1cccc(CN2C(=O)SC(Nc3cccc4ccccc34)C2=O)c1 (configuration not stated) | -8%
O=C(Nc1cccc(NC(=O)c2cccs2)c1)c1ccc([N+](=O)[O-])o1 | 3%[57.5 µM]
CC1(C)CC(=O)C2=C(C1)OC(N)=C(C#N)C2c1cn(-c2ccccc2)nc1-c1ccccc1 (configuration not stated) | 4%
CCc1nnc(NC(=O)CSc2nnc(Cc3cc(=O)[nH]c(=O)[nH]3)n2-c2cccc(OC)c2)s1 | 10%
CCOC(=O)c1oc2c(CN3CCN(C)CC3)c(O)ccc2c(=O)c1-c1ccccc1OC | 1%
NC(=O)NC(=O)COC(=O)c1ccc(OC(F)F)cc1 | -1%
CCCCC/C=C\C/C=C\C[C@H](O)/C=C/C=C\CCCC(=O)O | 3%

A few values from the entries so far.
Reading of CC1(C)CC(=O)C2=C(C1)OC(N)=C(C#N)C2c1cn(-c2ccccc2)nc1-c1ccccc1 (configuration not stated) under ERK EGF inh: 4%
Reading of O=C(Nc1cccc(NC(=O)c2cccs2)c1)c1ccc([N+](=O)[O-])o1 under ERK EGF inh: 3%[57.5 µM]
Reading of NC(=O)NC(=O)COC(=O)c1ccc(OC(F)F)cc1 under ERK EGF inh: -1%
Reading of O=C(O)c1cccc(CN2C(=O)SC(Nc3cccc4ccccc34)C2=O)c1 (configuration not stated) under ERK EGF inh: -8%
Reading of COc1ccc(OC)c(/C=N/NC(=O)CCc2n[nH]c(=O)[nH]c2=O)c1 under ERK EGF inh: -4%
Reading of COc1cccc(C(=O)NC(=S)NCc2ccco2)c1 under ERK EGF inh: 5%
Reading of O=C(O)COc1ccc(/C=N/NC(=O)c2ccccc2Br)cc1 under ERK EGF inh: 1%

Next section
SMILES | ERK EGF inh
C/C(=N\NC(=O)CCC(=O)Nc1ccc(C)c(C)c1)c1cccs1 | -1%
Nc1cccc(C2=Nc3cccc4cccc(c34)N2)c1 | 4%
Brc1cnc2nc[nH]c2c1 | -5%[57.5 µM]
NC(=O)CC[C@H](N)C(=O)O | 8%&21%
Cc1cc(C(=O)Nn2cnc3ccccc3c2=O)ccc1[N+](=O)[O-] | 5%
O=C(NC1CC1)C1=C[C@H](c2ccc(Br)cc2)C[C@H](OCc2ccc(CO)cc2)O1 | 1%[57.5 µM]
O=C(Nc1ccc2c(c1)OCO2)N1CCCc2ccccc21 | -9%[57.5 µM]
COc1ccc(CC(=O)N/N=C/C=C/c2cccc([N+](=O)[O-])c2)cc1OC | -9%[57.5 µM]
O=C(COC(=O)C1CCN(S(=O)(=O)c2ccccc2)CC1)NC(=O)c1ccc(OC(F)F)cc1 | 0%
Cc1[nH]c2ccccc2c1C(=O)NS(=O)(=O)Nc1ccccc1 | -1%
CN(CC(=O)NCc1ccccc1Cl)CC(=O)Nc1cccc(F)c1 | -3%
CN(C)/C=C/C(=O)c1ccc(Oc2ncccn2)cc1 | -6%
CCN(C(=O)CN1CCOCC1)C1(C)C(=O)c2ccccc2C1=O | 22%
O=C(O)c1cccc(S(=O)(=O)NCCC(c2ccccc2)c2ccccc2)c1 | -3%
CCOP(=O)(OCC)c1nc(-c2ccccc2Cl)oc1N1CCOCC1 | 0%
COc1ccc(C(C)=O)cc1CN1C(=O)NC2(CCCCCCC2)C1=O | -12%
O=C(c1cc(COc2ccc3ncccc3c2)on1)N1CCC(O)CC1 | -1%
Cn1nc2c3ccccc3n(Cc3ccc(F)cc3)c2nc1=S | 5%[57.5 µM]
COC(=O)CC1=NN(c2nc3ccccc3s2)C(=O)/C1=C/N(C)C | -1%
Cc1ccc(NC(=O)[C@@H](NC(=O)c2cccc(S(=O)(=O)N3CCOCC3)c2)C(C)C)cc1C | 2%
CSc1c(SCc2ccccc2)cnn(-c2ccccc2)c1=O | 3%
Cc1ccc(NC(=O)NC(=O)CSc2nnc(-c3ccc(OC(F)F)cc3)n2N)c(C)c1 | 1%
NC(=O)COc1ccc(-c2noc(COc3ccccc3[N+](=O)[O-])n2)cc1 | 0%
O=C(C/C=N\O)Nc1ccc(Oc2ccccc2)cc1 | 0%
CC(C)(C)[Si](OCC[C@@H]1C[C@@]1(C)[C@@H](NP(=O)(c1ccccc1)c1ccccc1)c1ccccc1)(c1ccccc1)c1ccccc1 | -1%&0%
COc1ccc(O)c(-c2cc(-c3ccccc3[N+](=O)[O-])[nH]n2)c1 | 3%
COc1ccc(-c2nn(-c3ccccc3)cc2C(=O)N2c3ccc(C)cc3C3CN(C)CCC32)cc1 (configuration not stated) | -3%

Two compounds drawn at random from the list so far:
SMILES | ERK EGF inh
Cc1ccc(NC(=O)NC(=O)CSc2nnc(-c3ccc(OC(F)F)cc3)n2N)c(C)c1 | 1%
CSc1c(SCc2ccccc2)cnn(-c2ccccc2)c1=O | 3%

As a short view, part of the list above.
SMILES | ERK EGF inh
CC(C)(C)[Si](OCC[C@@H]1C[C@@]1(C)[C@@H](NP(=O)(c1ccccc1)c1ccccc1)c1ccccc1)(c1ccccc1)c1ccccc1 | -1%&0%
COc1ccc(O)c(-c2cc(-c3ccccc3[N+](=O)[O-])[nH]n2)c1 | 3%
COc1ccc(-c2nn(-c3ccccc3)cc2C(=O)N2c3ccc(C)cc3C3CN(C)CCC32)cc1 (configuration not stated) | -3%

Source: PubChem (National Center for Advancing Translational Sciences (NCATS))
